Compound activity from PubChem BioAssay.
A-T KAP1 phos: potential ataxia-telangiectasia treatments restoring KAP-1 phosphorylation; […] A-T fibroblasts, KAP-1 phosphorylation AlphaLISA; neocarzinostatin DNA damage 30 min before lysis; Potency, µM (series often up to 57.5 µM), inactives show top-dose activation, usual class: activators; 320,000 tested, 0.19% active; also: potency is read from the fitted curve at half-maximal effect; % of control where 0% means no effect; nearly all actives have a fitted effect of over 45% in size
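hTERT-immortalized A-T patient fibroblasts ([…]), 500 cells/well in OPTI-MEM, 1% FBS, got compounds for 60 min, then NCS for 30 min at 37C. Lysates were then assayed for phospho-KAP-1 by AlphaLISA (anti-pKAP1 donor, anti-KAP1 acceptor beads), 6 hr at 25C.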
KCNH2 3.1 inh: blocks the human KCNH2 3.1 channel isoform; U2OS KCNH2 3.1, thallium flux FluxOr; stronger effect = lower value; activity change, % (tested at about 1.8 µM); 340,000 tested, 0.95% active;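 active = maximum activity change below -70%; inconclusive = maximum activity change from -70% to -50%; inactive = maximum activity change above -50%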;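 also: thallium influx rate constant from kinetic fluorescence after stimulation buffer; % is scaled to controls: 0 for no effect and ±100 for the full control effect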
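Channel expression came from 3.1 mutant virus (1.77 x 10^8 /mL) applied to suspended U2OS cells for 4 h. Flux was tracked with FluxOr dye plus Red40 quencher, and kinetic rate constants normalized to controls.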
TRPV1 agonist: activates the human vanilloid receptor TRPV1. Q8NER1. TRPV1-expressing cells, Fluo-8 calcium influx, agonist mode. activation, % at 8.33 µM. 320,000 tested, 0.19% active. AID 540275; in the data active = activation above about 80%; inconclusive = between about 30% and that limit; also: 0% is about no effect
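Cells expressing TRPV1 were dye-loaded with Fluo-8 and read kinetically: 10 s baseline, 3 min after compound (agonist portion), then 2 min after EC20 capsaicin (allosteric enhancer portion). Calcium-bound dye fluorescence at 480/520 nm.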
MBNL1 CUG block: blocks human MBNL1 binding to CUG repeat RNA. AID 2675. Potency, µM (titrated, usually from 57.5 µM), inactives show at the top dose activity change, negative = inhibition, usual class: inhibitors. TR-FRET MBNL1-His/biotin-(CUG)12 binding, 665/545 ratio. 280,000 tested, 0.036% active. Q9NR56; active = well fitted inhibition curve with a large enough effect in the signal ratio, with a control signal flat, not every such curve was filed as active; inconclusive = small, poorly fitted or top-dose-only effect, or effect the other way, or a change in a side signal; inactive = no such curve, though single readings can be large or run the other way; the % refers to the signal ratio; also: potency is read from the fitted curve at half-maximal effect; % is scaled to controls: 0 for no effect and ±100 for the full control effect
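Compounds (final 92 nM to 58 uM) are added to His-tagged MBNL1 and biotin-(CUG)12, then terbium anti-His antibody and streptavidin-XL665 (5 nM final). After 60 min at room temperature, the 665/545 nm ratio is read.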
Coupling enz: coupling enzyme interference in Giardia aldolase counter-screen; 290,000 tested, 0.67% active; activity change, negative = inhibition, % at 58.2 µM, hits read low; coupling enzyme system counterscreen, AmpLite Red fluorescence; AID 2472; in the data active = activity change below about -30%; also: % is scaled to controls: 0 for no effect and ±100 for the full control effect
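Final compound at 57.5 uM, incubated 10 min at RT with coupling enzyme reagent (glyceraldehyde-3-phosphate), then 20 min with substrate and AmpLite Red detection. Fluorescence read at 525/598 nm; tests interference with the coupling assay, not aldolase inhibition.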
hERG WT inh: blocks the wildtype human KCNH2 potassium channel. Q12809. activity change, % at 1.84 µM. 340,000 tested, 0.37% active. U2OS, BacMam KCNH2, thallium flux FluxOr; stronger effect = lower value;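 active = maximum activity change below -70%; inconclusive = maximum activity change between -70% and -50%; inactive = maximum activity change above -50%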; also: % is scaled to controls: 0 for no effect and ±100 for the full control effect
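U2OS cells transduced with wild-type KCNH2 virus are loaded with FluxOr dye for 45 min, and thallium flux is measured in kinetic reads before and after stimulation buffer. Rate constants are normalized to DMSO controls.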
CXXC DNA block: inhibitors of human MLL CXXC domain-DNA interaction | Q03164 | 290,000 tested, 0.037% active | Potency, µM (doses to about 115 µM), for inactives: at the highest dose activity change, negative = inhibition, most hits filed as inhibitors | MLL-CXXC / FITC-HOXA9 DNA fluorescence polarization; active = well fitted inhibition curve with a large enough effect in the polarisation, with a control signal flat, not every such curve was filed as active; inconclusive = small, poorly fitted or top-dose-only effect, or effect the other way, or a change in a side signal; inactive = no such curve, though single readings can be large or run the other way; the % refers to the polarisation; also: potency is read from the fitted curve at half-maximal effect
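Fluorescence polarization: 7 uM MLL-CXXC (stock) preincubated 5 min with compounds, then 50 nM fluorescein-HOX-A9 DNA (stock) added; 30 min ambient. Buffer 50 mM Tris-HCl pH 7.5, 50 mM NaCl, 1 mM DTT, 0.05% BSA.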
Integrin act MD: integrin-mediated muscular dystrophy alleviation activation. 350,000 tested, 0.064% active. Potency, µM (top dose mostly 38.3 µM), for inactives: at the highest dose activation, hits mostly activators. alpha7betagal myoblasts, beta-gal FDG fluorescence, 48 h;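 also: potency is read from the fitted curve at half-maximal effect; 100% = response of the positive control SU9516; nearly all actives have a fitted effect of over 60% in size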
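alpha7betagal+/- myoblasts (passage 13, 250/well) treated 48 h at 37C with compounds at 1:260 dilution of DMSO stock. Lysed, then beta-galactosidase activity read as FDG fluorescence (ex 480/em 540) after 30 min, with pre-read for autofluorescence.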
GALK inh: galactokinase (human) inhibition | P51570 | Purified GALK, Kinase-Glo residual ATP luminescence | Potency, µM (titrated, usually from 57.5 µM), for inactives: at the highest dose activity change, negative = inhibition, most hits filed as inhibitors | 270,000 tested, 0.007% active | AID 1868; also: potency is read from the fitted curve at half-maximal effect; % is scaled to controls: 0 for no effect and ±100 for the full control effect
Target sequence (P51570 whole entry, looked up): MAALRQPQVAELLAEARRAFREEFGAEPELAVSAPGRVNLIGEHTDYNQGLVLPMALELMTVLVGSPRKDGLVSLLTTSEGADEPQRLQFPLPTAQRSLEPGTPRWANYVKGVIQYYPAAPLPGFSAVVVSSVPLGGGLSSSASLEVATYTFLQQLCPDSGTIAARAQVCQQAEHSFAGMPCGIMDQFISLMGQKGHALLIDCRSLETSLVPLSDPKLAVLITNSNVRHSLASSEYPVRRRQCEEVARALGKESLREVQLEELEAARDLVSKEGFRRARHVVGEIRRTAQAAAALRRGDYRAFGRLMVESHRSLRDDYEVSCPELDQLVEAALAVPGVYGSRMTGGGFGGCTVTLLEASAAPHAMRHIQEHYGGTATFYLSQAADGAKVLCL
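5 nM enzyme, 35 uM ATP, 100 uM galactose, 20 mM HEPES pH8.0, 5 mM MgCl2; 1 h RT; residual ATP by Kinase-Glo Plus luminescence, qHTS format.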
S-ASM inh: human S-ASM enzyme inhibition; Potency, µM (doses to about 57.5 µM), for inactives: at the highest dose activity change, negative = inhibition, most hits filed as inhibitors; P17405; placental ASM, HMU-PC fluorogenic substrate, 60 min; 340,000 tested, 0.006% active; also: potency is read from the fitted curve at half-maximal effect
Target sequence (P17405 47-631 limits assumed): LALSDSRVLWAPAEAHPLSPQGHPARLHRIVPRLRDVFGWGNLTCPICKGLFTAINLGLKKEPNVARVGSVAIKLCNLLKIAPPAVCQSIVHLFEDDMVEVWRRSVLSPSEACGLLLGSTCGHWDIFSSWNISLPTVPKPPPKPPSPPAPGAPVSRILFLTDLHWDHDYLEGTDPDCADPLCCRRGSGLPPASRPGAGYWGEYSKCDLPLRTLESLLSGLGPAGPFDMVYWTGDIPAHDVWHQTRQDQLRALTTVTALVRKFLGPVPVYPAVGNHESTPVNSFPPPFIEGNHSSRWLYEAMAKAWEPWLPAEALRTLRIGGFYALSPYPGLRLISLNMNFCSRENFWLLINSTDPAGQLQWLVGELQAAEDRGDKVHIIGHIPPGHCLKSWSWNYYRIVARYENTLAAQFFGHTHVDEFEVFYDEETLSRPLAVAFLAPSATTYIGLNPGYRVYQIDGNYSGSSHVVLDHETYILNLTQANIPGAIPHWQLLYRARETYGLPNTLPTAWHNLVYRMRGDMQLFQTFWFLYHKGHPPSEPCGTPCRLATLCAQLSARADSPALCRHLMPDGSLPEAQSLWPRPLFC
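qHTS format. ASM enzyme prepared from human placenta hydrolyses the fluorogenic substrate HMU-PC0 (9 uM final) over 60 min at 37 °C after a 10 min compound preincubation.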
An asterisk follows results filed as active; i = inactive; u = inconclusive; x = not tested or not shown; [ ] = remark or other dose. Unless noted, calls follow the shape of the dose curve; as a rule, active = well fitted curve in the direction sought with a large enough effect; inconclusive = small, poorly fitted or top-dose-only effect, or another doubt; inactive = no such curve, though single readings can be large; an effect the other way counts as inactive or inconclusive.

mol	A-T KAP1 phos	KCNH2 3.1 inh	TRPV1 agonist	MBNL1 CUG block	Coupling enz	hERG WT inh	CXXC DNA block	Integrin act MD	GALK inh	S-ASM inh
CCN(CC)CCn1c(=N)n(CCO)c2ccccc21	9%	x	2	-10%	3	-1	0%	-19%	0%	2%
Cc1ccc(S(=O)(=O)NCC(=O)OCC(=O)Nc2cccc(S(=O)(=O)NC3=NCCCCC3)c2)cc1	1%	-1	1	-9%	2	-20	u	-7%	6%	-5%
COc1ccc(-n2c(SCC(=O)c3ccc[nH]3)nnc2-c2ccccc2)cc1	0%	1	18	18%	5	8	7%	12%	2%	1%
COc1ccc(C(=O)Nc2cccc3nc(C)ccc23)cc1OC	6%	2	0	6%	0	0	1%	u	-1%	-1%
CCN(c1ccccc1)S(=O)(=O)c1ccc(N2CCN(c3ccccc3O)CC2)nc1	2%	11	1	x	x	26	x	-18%	x	-4%
Cc1cc(NCCN2CCOCC2)n2nc(C)c(-c3ccccc3)c2n1	9%	1	16	-6%	-1	-10	12%	-36%	-5%	3%
COc1cc(NC(=O)CSc2nnc3c(C)cc4c(C)ccc(C)c4n23)c(C(=O)O)cc1OC	2%	8	-2	-21%	0	2	-1%	-14%	-1%	-3%
Cc1onc(-c2ccccc2)c1C(=O)OCC(=O)NCc1ccc(F)cc1	3%	0	13	-6%	1	-4	0%	u	1%	0%
O=C(CN1CCN(CC(=O)Nc2cccc(F)c2)CC1)Nc1ccc(-c2ccccc2)cc1	5%	0	1	-4%	-4	-6	8%	-12%	-3%	0%
S=C(NCCN1CCCCC1)Nc1ccc(Br)cc1	-3%	-35	11	-16%	3	-6	6%	-42%	-1%	2%
Nc1ccc2oc(-c3ccccn3)nc2c1	1%	-19	-3	3%	-12	1	-5%	1%	1%	-2%
CN(CC(=O)Nc1ccc(Cl)c(C(F)(F)F)c1)C(=O)CCCNC(=O)c1ccc(Cl)cc1	-13%	-7	0	x	x	-2	x	-48%	x	-13%
CSCCC(NC(=O)C1CCC(C)CC1)C(=O)OCC(=O)c1ccc(Cl)cc1 (stereo not drawn)	-1%	-22	21	u	2	8	-12%	8%	x	3%
O=C(NCCc1ccccc1)c1cccc2c1C(=O)N(C1CCCCC1)C2	0%	10	u	-1%	x	1	3%	30%	-1%	-15%
COc1cc(OC)cc(C(=O)NC(C(=O)NNC(=O)CN(C)S(=O)(=O)c2ccc(C)cc2)C(C)C)c1 (stereo not drawn)	x	-11	x	x	x	1	x	6%	x	-1%
CC(C)n1c(/C=C/c2ccccc2)nc2ccccc21	0%	-21	u	1%	-4	5	-5%	-12%	-1%	253%[activator]
CC1CCC(NC(=O)c2ccc3nc[nH]c3c2)CC1 (stereo not drawn)	-1%	-9	0	-2%	1	-10	-1%	-7%	-2%	1%
CC(C(=O)OCC(=O)Nc1cccc(S(=O)(=O)N(C)C)c1)N1C(=O)c2ccccc2C1=O (stereo not drawn)	5%	6	1	8%	2	11	6%	-18%	0%	0%
CCOP(=O)(c1ccccc1)c1nc(-c2ccccc2Cl)oc1N1CCCCC1 (stereo not drawn)	4%	6	u	-9%	-2	4	5%	13%	-1%	19%
CCOC(=O)C1CCN(Cc2nc3ccc([N+](=O)[O-])cc3c(=O)n2-c2ccc(OC)cc2OC)CC1	-5%	-3	-5	u	-5	-3	-1%	-8%	1%	-1%
O=Cc1cccn1-c1sc2c(c1C(=O)O)CCCC2	3%	x	1	-5%	19	-3	10%	17%	1%	-2%
O=C(C1COc2ccccc2O1)N1CCc2ccccc21 (stereo not drawn)	-2%	-4	-5	-6%	2	3	-7%	4%	-2%	-2%
O=c1[nH]c(=O)c2nnc(N/N=C/c3ccccc3F)nc2[nH]1	-3%	7	2	u	1	0	-2%	9%	x	-8%
Cn1c(SCC(=O)Nc2ccc(Br)cc2F)nnc1-c1ccco1	-9%	2	1	-2%	-1	3	4%	u	3%	0%
COc1ccc(C(=O)Oc2ccc(/C=N/NC(=O)Cc3ccc([N+](=O)[O-])cc3)cc2)cc1	2%	-12	0	x	-4	-13	3%	18%	1%	-2%
CCNS(=O)(=O)c1cc(OC)ccc1OC	x	-19	-4	12%	3	-5	-2%	-8%	4%	0%
CSc1sc(C(=O)N(C)C)cc1S(=O)(=O)C(C)C	33%	-45	-1	2%	-7	-5	3%	-1%	x	7%
COc1ccc(OCc2cc(C(=O)N[C@H]3CCCCNC3=O)no2)c(Cl)c1	9%	-3	-4	-4%	x	-9	20%	3%	4%	-5%
Cc1nc(NC(=O)/C=C/c2ccc(Cl)cc2Cl)sc1C(=O)N(C)C	6%	-19	1	-1%	2	-17	17%	5%	0%	8%
O=C(CCNS(=O)(=O)c1ccccc1F)N1CCN(C/C=C/c2ccccc2)CC1	5%	-1	1	x	x	11	x	-18%	x	-2%
CCC1(c2ccc(OC)cc2)NC(=O)N(CC(=O)N2CCc3ccccc32)C1=O (stereo not drawn)	4%	-3	3	x	x	-7	x	-7%	x	x
COc1ccc(CCC(=O)OCC(=O)Nc2ccccc2OC(F)F)cc1OC	-1%	20	15	0%	-1	10	6%	-6%	-6%	1%
Cc1cc(C)nc(SCC(=O)Nc2ncc3c(n2)CC(C)(C)CC3=O)n1	4%	-13	-2	-13%	5	-14	-4%	-14%	3%	5%
O=C(NNC(=O)c1ccc(SCC2CCCO2)c([N+](=O)[O-])c1)c1ccc(Cl)c([N+](=O)[O-])c1 (stereo not drawn)	-4%	3	0	11%	5	-7	-3%	-14%	-1%	0%
COc1ccc(-c2c(-c3cc(OC)cc(OC)c3)sc3ccc(OC)cc23)cc1	13%	-24	x	x	x	1	x	15%	x	0%
O=[N+]([O-])c1ncccc1OCc1ccc(Cl)c(Cl)c1	2%	13	19	16%	-4	-2	16%	-11%	-3%	-4%
Cc1ccc(S(=O)(=O)Nc2cccc(C(=O)NCCCN3CCCC3=O)c2)cc1F	13%	-13	2	x	x	11	x	7%	x	5%
CCC(C)NC(=O)c1cn(-c2cccc(OC)c2)c(=O)c2ccccc12 (stereo not drawn)	-9%	11	2	u	-1	-2	1%	44%	x	1%
Cn1c(=O)c(=O)n(C)c2cc(S(=O)(=O)N3CCCC3C(=O)NCc3ccco3)ccc21 (stereo not drawn)	11%	2	1	-10%	0	-3	-8%	-3%	1%	5%
Cc1cc(C(F)(F)F)nc(SCC(=O)Nc2cc(C)on2)n1	13%	5	x	-7%	4	4	-7%	-17%	2%	7%
CC(=O)NC(Cc1ccc(F)cc1)C(=O)NC1CCN(C(=O)NCc2ccccc2)CC1 (stereo not drawn)	-1%	0	1	-3%	2	-7	-2%	1%	1%	0%
COc1ccc(OC)c(C(=O)CC2OC(=O)c3ccccc32)c1 (stereo not drawn)	1%	13	5	0%	4	0	-22%	-33%	1%	2%
O=C(O)c1cc(-c2ccc3c(c2)OCO3)nc2ccc(Br)cc12	5%	-5	1	132%[activator]	-9	13	-1%	-4%	-4%	32%[activator]
CC(=O)OCC(=O)Nc1ccc([N+](=O)[O-])cc1Cl	1%	-5	-2	x	0	i	7%	3%	3%	6%
COC(=O)c1ccccc1NC(=O)C1CCCN(S(=O)(=O)c2ccc(OC)cc2)C1 (stereo not drawn)	5%	-13	11	-4%	-14	0	1%	-40%[inhibitor]	-1%	-4%
CCc1cc(=O)oc2cc(OS(C)(=O)=O)ccc12	x	-4	x	x	x	-4	x	14%	x	272%[activator]
COCc1cc(C)c2c(N)c(C#N)sc2n1	7%	-2	18	u	1	-9	11%	4%	0%	162%[activator]
O=C(Nc1cc(S(=O)(=O)N2CCOCC2)ccc1N1CCCC1)C1CC1	-3%	19	-2	-4%	0	-7	-3%	6%	-1%	-1%
O=C(Nc1cccnc1)c1cccc(NC(=O)c2ccco2)c1	4%	2	-1	-4%	2	7	-6%	-8%	1%	2%
COc1cccc(/C=N/NC(=O)c2ccc3nc[nH]c3c2)c1	4%	1	-4	7%	2	-9	-1%	-29%	-1%	4%
O=C(Nc1ccccc1C(=O)NCCCN1CCOCC1)c1cccc([N+](=O)[O-])c1	-3%	-3	-1	u	x	-1	7%	0%	-6%	-1%
